G9a block: blocks human histone lysine methyltransferase G9a. Q96KQ7. G9a H3K9 monomethylation, AlphaScreen, 2 h. Potency, µM (series often up to 102 µM), without a hit: at the top dose activity, negative = inhibition, hits mostly inhibitors. 350,000 compounds, 8.8% hits. AID 504332; further: on the % scale 0 is the no-effect control and ±100 the full control effect; nearly all actives have a fitted effect of over 75% in size
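AlphaScreen read-out: biotin-H3K9 peptide (500 nM) methylation by 20 nM enzyme with 20 uM SAM, 2 h at room temperature after 15 min compound preincubation; anti-monomethyl H3K9 antibody plus donor/acceptor beads, 10 min dark.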
POLK inh: blocks human DNA polymerase kappa activity; Q9UBT6; purified Pol kappa, fluorescent DNA synthesis assay, 10 min; Potency, µM (doses to about 107 µM), inactives show top-dose activity, negative = inhibition, most hits filed as inhibitors; 400,000 compounds, 0.53% hits; AID 588579; further: on the % scale 0 is the no-effect control and ±100 the full control effect
Target sequence (Q9UBT6 whole entry, looked up): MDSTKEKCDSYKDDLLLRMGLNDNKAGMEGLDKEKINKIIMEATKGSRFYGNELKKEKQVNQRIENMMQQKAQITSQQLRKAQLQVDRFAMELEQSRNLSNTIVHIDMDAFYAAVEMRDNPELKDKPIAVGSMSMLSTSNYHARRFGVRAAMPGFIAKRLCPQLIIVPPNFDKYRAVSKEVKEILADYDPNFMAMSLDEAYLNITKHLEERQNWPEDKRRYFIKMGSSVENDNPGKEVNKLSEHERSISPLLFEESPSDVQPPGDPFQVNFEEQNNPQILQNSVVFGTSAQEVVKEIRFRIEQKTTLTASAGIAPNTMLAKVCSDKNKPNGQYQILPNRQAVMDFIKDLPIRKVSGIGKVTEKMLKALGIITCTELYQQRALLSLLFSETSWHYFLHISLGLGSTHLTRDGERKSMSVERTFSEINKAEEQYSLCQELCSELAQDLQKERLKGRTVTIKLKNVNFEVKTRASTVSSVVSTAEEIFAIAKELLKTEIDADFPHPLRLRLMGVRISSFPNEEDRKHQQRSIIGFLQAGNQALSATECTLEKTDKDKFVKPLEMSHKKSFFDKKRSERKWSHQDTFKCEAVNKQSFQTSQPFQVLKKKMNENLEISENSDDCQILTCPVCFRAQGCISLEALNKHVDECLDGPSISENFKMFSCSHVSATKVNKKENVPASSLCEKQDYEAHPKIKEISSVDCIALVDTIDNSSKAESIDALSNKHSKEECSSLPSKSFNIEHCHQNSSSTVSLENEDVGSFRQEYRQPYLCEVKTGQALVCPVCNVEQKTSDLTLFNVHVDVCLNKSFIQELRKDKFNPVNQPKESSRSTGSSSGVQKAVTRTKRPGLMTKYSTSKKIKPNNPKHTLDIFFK
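Here, compound and 10 nM enzyme are combined for 15 min at room temperature; adding 50 nM substrate (final) starts DNA synthesis, tracked by fluorescence at 0 and 10 min against buffer-only wells.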
Anesthetic bind: binds horse apoferritin like a general anesthetic; apoferritin/1-aminoanthracene competitive binding, fluorescence; 350,000 compounds, 0.074% hits; P02791; Potency, µM (titrated, usually from 77.5 µM), for the others: at the top dose activity change, negative = displacement, actives largely listed as inhibitors; further: on the % scale 0 is the no-effect control and ±100 the full control effect; nearly all actives have a fitted effect of over 20% in size
Target sequence (P02791 2-175 limits assumed): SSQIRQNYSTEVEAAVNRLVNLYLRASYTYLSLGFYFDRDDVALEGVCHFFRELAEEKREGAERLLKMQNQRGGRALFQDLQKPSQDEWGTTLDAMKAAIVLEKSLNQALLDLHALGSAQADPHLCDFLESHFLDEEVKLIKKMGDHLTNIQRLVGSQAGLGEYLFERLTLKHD
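Read-out: endpoint 1-AMA fluorescence, excitation 380 nm and emission 535 nm, after compounds sit 10 min at room temperature with 10 uM horse-spleen apoferritin in 50% saturated 1-AMA/PBS. Values come from four-parameter Hill fits.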
APE1 inh: blocks human APE1 abasic DNA cleavage. P27695. recombinant APE1, TAMRA/BHQ-2 abasic DNA cleavage fluorescence. Potency, µM (series often up to 65.8 µM), for inactives: at the highest dose activity change, negative = inhibition, most hits filed as inhibitors. 350,000 compounds, 0.35% hits. AID 2517;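 further: plate controls were vehicle for no effect and reference inhibitor for full effect; nearly all actives have a fitted effect of over 55% in size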
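Enzyme (0.75 nM final) and test compound are incubated 15 min at room temperature before adding 50 nM quenched THF abasic-site duplex. Cleavage dequenches TAMRA, followed at 525/598 nm over three reads one minute apart.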
POLI inh: DNA polymerase iota (human) inhibition. Pol iota fluorescent replication assay, 10 min. AID 588590. Potency, µM (titrated, usually from 115 µM), inactives show top-dose activity, negative = inhibition, actives largely listed as inhibitors. 390,000 compounds, 1% hits
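Fluorescent replication assay read twice, at 0 min and 10 min after adding 50 nM (final) substrate. Enzyme (10 nM) and compounds were first incubated 15 min at room temperature; enzyme-free buffer wells were negative controls.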
Pol eta inh: inhibitors of human DNA polymerase eta; recombinant Pol eta, fluorescent DNA replication assay; Q9Y253; Potency, µM (series often up to 114 µM), inactives show top-dose activity change, negative = inhibition, hits mostly inhibitors; AID 588591; 390,000 compounds, 1.2% hits; further: on the % scale 0 is the no-effect control and ±100 the full control effect
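Pol eta (10 nM) was preincubated with compounds for 15 min at room temperature, after which fluorescent replication substrate (50 nM final) was added to start the reaction. Fluorescence was read kinetically at 0 and 10 min.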
Pol beta inh: blocks human DNA polymerase beta activity | P06746 | Pol beta primer extension/strand displacement, fluorescence kinetic | Potency, µM (highest dose often 114 µM), for the others: at the highest dose activity change, negative = inhibition, usual class: inhibitors | 340,000 compounds, 1.3% hits | AID 485314; further: on the % scale 0 is the no-effect control and ±100 the full control effect
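10 nM enzyme + cpd, 15 min RT; start with substrate 50 nM final; read 0 min and after 10 min RT. Corrected, normalized data; 4-parameter Hill curve fit.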
BLM inh: Bloom syndrome helicase (human) inhibition; recombinant BLM DNA unwinding, fluorescence dequenching; Potency, µM (titrated, usually from 56.1 µM), without a hit: at the highest dose activity change, negative = inhibition, most hits filed as inhibitors; 350,000 compounds, 0.2% hits; AID 2528;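 further: plate controls were vehicle for no effect and no enzyme for full effect; nearly all actives have a fitted effect of over 35% in size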
BAZ2B inh: BAZ2B (human) inhibition; Q9UIF8; AlphaScreen BAZ2B-H3K14Ac peptide displacement; Potency, µM (top dose mostly 114 µM), for the others: top-dose activity change, negative = inhibition, most hits filed as inhibitors; 360,000 compounds, 4.4% hits; further: on the % scale 0 is the no-effect control and ±100 the full control effect; nearly all actives have a fitted effect of over 60% in size
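Inhibition is scored as reduced AlphaScreen emission. The BAZ2B/b-H3(5-23)K14Ac complex (50 nM each) in PBS pH 7.4, 0.01% Tween-20 meets compound (up to 110 uM) for 30 min at RT before bead addition.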
Active calls of the source: *; ? = inconclusive; · = not tested or not shown; [ ] = remark or other dose. The call rests on the fitted dose curve; in most records, active means well fitted curve in the direction sought with a large enough effect; inconclusive means small, poorly fitted or top-dose-only effect, or another doubt; inactive means no such curve, though single readings can be large; an effect the other way counts as inactive or inconclusive. Potency means the concentration at half of the fitted maximal effect.

Every second line gives: G9a block	Pol eta inh	POLK inh	Anesthetic bind	Pol beta inh	POLI inh	APE1 inh	BLM inh	BAZ2B inh
- COC(=O)c1cc(NC(=O)N2c3ccccc3Sc3ccccc32)cc(C(=O)OC)c1
  ?	-17%	-7%	?	14%	16%	-4%	-11%	-33%
- CCC(=O)Nc1ccc(Cl)c(-c2nc3ccccc3[nH]2)c1
  -40%[59 µM]	·	-13%	-8%	-1%	3%	·	3%	-9%
- NC(=O)c1c(Nc2nc3c(F)cccc3s2)sc2c1CCCC2
  2.8µM*	-18%	-9%	-10%	-26%	13%	-3%	-8%	-18%
- O=C(CNS(=O)(=O)c1cccc2nsnc12)NCc1ccc(Cl)cc1
  ?	-9%	2%	-3%	8%	12%	3%	-3%	-21%
- Cc1sc(NC(=O)CCCC(=O)O)c(C(N)=O)c1-c1ccccc1
  25µM*	-10%	-1%	9%	15%	33%[activator]	0%	-1%	0%
- Cc1ccc2nc3c(cc(C#N)c(=O)n3-c3nnc(SCc4ccc(F)cc4)s3)c(=O)n2c1
  -22%[59 µM]	·	-19%	-5%	1%	3%	·	-6%	7%
- Clc1ccc2nc(COc3ccccc3)[nH]c2c1
  8%[0.501 µM]	-18%	-20%	-18%	0%	28%	40%	-3%	3%
- COc1cccc(-c2sc3ccc(OC)cc3c2-c2cc(F)cc(OC)c2)c1
  6%[0.501 µM]	-31%	-4%	·	·	?	15%	·	-3%
- COc1ccc(-c2nc3ccc(NS(=O)(=O)c4ccccc4)cc3o2)cc1
  -9%[59 µM]	·	-5%	-16%	4%	26%	·	-9%	-22%
- O=S(=O)(NC1CCCC1)c1ccc(S(=O)(=O)N(Cc2cccs2)CC2CCCO2)cc1 (stereo unspecified)
  ?	-16%	-23%	2%	-8%	-11%	-6%	-12%	-5%

Structures listed above printed as active in G9a block:
compound,G9a block,Pol eta inh,POLK inh,Anesthetic bind,POLI inh,APE1 inh,BLM inh,BAZ2B inh
NC(=O)c1c(Nc2nc3c(F)cccc3s2)sc2c1CCCC2,2.8µM*,-18%,-9%,-10%,13%,-3%,-8%,-18%
Cc1sc(NC(=O)CCCC(=O)O)c(C(N)=O)c1-c1ccccc1,25µM*,-10%,-1%,9%,33%[activator],0%,-1%,0%

3 entries already listed, ordered by molar mass, low to high:
Every second line gives: G9a block	Pol eta inh	POLK inh	Anesthetic bind	Pol beta inh	POLI inh	APE1 inh	BLM inh	BAZ2B inh
- O=C(CNS(=O)(=O)c1cccc2nsnc12)NCc1ccc(Cl)cc1
  ?	-9%	2%	-3%	8%	12%	3%	-3%	-21%
- COC(=O)c1cc(NC(=O)N2c3ccccc3Sc3ccccc32)cc(C(=O)OC)c1
  ?	-17%	-7%	?	14%	16%	-4%	-11%	-33%
- Cc1ccc2nc3c(cc(C#N)c(=O)n3-c3nnc(SCc4ccc(F)cc4)s3)c(=O)n2c1
  -22%[59 µM]	·	-19%	-5%	1%	3%	·	-6%	7%

(cont.)
Every second line gives: G9a block	Pol eta inh	POLK inh	Anesthetic bind	Pol beta inh	POLI inh	APE1 inh	BLM inh	BAZ2B inh
- CC(C)N(Cc1ccccc1)C(=O)CN1C(=O)NC2(CCCC2)C1=O
  -4%[59 µM]	-18%	-15%	·	·	10%	10%	·	4%
- CCOc1cccc(C2c3[nH]c4ccccc4c3CCN2C(=O)Cc2cccc(OCC)c2OCC)c1 (stereo unspecified)
  -3%[59 µM]	-16%	-8%	2%	-29%	18%	·	-6%	-27%
- CC(C)NC(=O)Cn1cc(C(=O)COc2ccccc2)c2ccccc21
  -2%	-14%	-5%	?	-8%	0%	5%	1%	-28%
- Cc1cccc(Nc2c([N+](=O)[O-])c(=O)oc3ccccc23)c1
  ·	-7%	8%	-14%	-2%	-10%	3%	-5%	-30%
- O=C(Cn1ncc2c1-c1ccccc1OC2)Nc1ccc(Cl)cn1
  3%[59 µM]	-3%	12%	-10%	-1%	-20%	10%	1%	9%
- Brc1cc2c(cc1/C=N/Nc1nc(N3CCCC3)nc(N3CCOCC3)n1)OCO2
  16µM*	-18%	-3%	-9%	10%	10%	-2%	-5%	-9%
- COc1ccccc1NS(=O)(=O)c1ccc(C(=O)OCC(=O)NCc2ccco2)cc1
  50µM*	?	-34%	?	16µM*	?	?	-21%	50µM*
- CCCCOc1ccc(C(=O)N/C(=C\c2ccc(Br)cc2)C(=O)NC2CCCCC2)cc1
  -2%[59 µM]	·	-7%	-10%	15%	-18%	·	-3%	1%
- CC1CN(C(=O)c2ccc(COc3ccc(C(C)C)cc3)o2)CC(C)O1 (stereo unspecified)
  17%[0.501 µM]	-11%	1%	?	0%	-26%	-3%	-12%	-5%
- CCC(=O)N1CCc2cc(S(=O)(=O)CCC(=O)N3CCN(c4ccccc4)CC3)ccc21
  6%	-14%	0%	5%	0%	16%	-9%	0%	-17%
- CC(C)(Oc1ccc(Cl)cc1)C(=O)NCCN1C(=O)S/C(=C/c2cccnc2)C1=O
  -10%[59 µM]	-10%	-5%	-14%	2%	7%	-4%	-5%	-8%
- CCOC(=O)c1c(C)c(C(=O)NCc2ccc(OC)cc2)c(C)n1CC
  7%[59 µM]	-23%	-18%	-11%	1%	43%[activator]	·	-3%	3%
- NC(=O)CSc1ncc2c(n1)-c1ccccc1N(Cc1cccc(F)c1)S2(=O)=O
  5%[59 µM]	0%	26%	2%	21%	21%	·	-5%	-38%
- O=C(CN1C(=O)NC2(CCCC2)C1=O)NNC(=O)c1ccccc1F
  28%[12.7 µM]	-7%	3%	·	·	5%	42%	·	-17%
- Cc1ccc(S(=O)(=O)N(CC(=O)N2CCCCCC2)c2ccccc2)cc1
  4%[59 µM]	-14%	-4%	-13%	4%	10%	0%	-7%	5%
- CCCCN1CC(=O)N2[C@H]3c4cc(OC)ccc4OC[C@@H]3[C@H](C(=O)OCC)[C@]2(C)C1=O
  11%[0.501 µM]	-21%	10%	·	·	45%	0%	·	1%
- O=C(NC(=S)NCC1CCCO1)c1ccccc1 (stereo unspecified)
  ?	-15%	2%	-3%	12%	7%	8%	-11%	-9%
- Cc1cc2ccccc2c(=O)n1CC(=O)N1CCN(c2cccc(Cl)c2)CC1
  -23%[2.33 µM]	1%	-9%	0%	7%	87%[activator]	18%	3%	9%
- COc1ccc(CNC(=O)CSCc2nc(-c3ccccc3F)oc2C)cc1
  -2%[59 µM]	-18%	-5%	-12%	0%	-1%	·	0%	?
- N#C/C(=C\Nc1ccccc1SC(F)(F)F)c1nc(-c2ccc(Cl)cc2)cs1
  -7%	0%	-14%[60.1 µM]	1%	-1%	7%	3%	-3%	-24%
- Cc1ccc2c(c1)c1n[nH]c(=S)nc1n2CCc1ccccc1
  1%	-5%	-21%	-17%	16%	-29%	-2%	-9%	-1%
- CC1CC(C)CN(C(=O)c2cccc(S(=O)(=O)Nc3cc(C(F)(F)F)ccc3Cl)c2)C1 (stereo unspecified)
  ?	-28%	-21%	-21%	56µM*	14%	-6%	-2%	79µM*
- Cc1nnc(SCC(=O)NNC(=O)c2ccco2)s1
  -6%	-10%	13%	·	·	20%	2%	·	8%
- C=CCn1c(NC(C)c2cc(Cl)ccc2O)nc2ccccc21 (stereo unspecified)
  ?	-23%	-7%	?	6%	2%	?	-22%	13%
- COC(=O)c1ccccc1NC(=O)Nc1cccc(OCc2cc(=O)n3cccc(C)c3n2)c1
  -9%[59 µM]	-21%	1%[60.1 µM]	-8%	8%	-5%	·	9%	-6%
- Cc1ccc(CNS(=O)(=O)c2ccccc2[N+](=O)[O-])cc1
  -3%	-2%	1%	?	0%	-5%	11%	-6%	2%
- CC(OC(=O)/C(C#N)=C/c1ccc(N(C)C)cc1)C(=O)N(C)Cc1ccccc1 (stereo unspecified)
  28%	50µM*	?	-10%	1%	89µM*	-7%	-3%	-4%
- Cc1ccc([C@@H]2CC=C(C(=O)O)[C@H](c3ccc(Cl)cc3)N2S(=O)(=O)c2ccccc2C)cc1
  ·	-3%	-32%	·	·	?	-5%	·	·
- CCN(CC)C(=O)CCCOc1ccc(Cl)cc1Cl
  12%[59 µM]	0%	-13%	?	1%	12%	-2%	-2%	4%
- COc1ccc(-n2c(C)cc(C(=O)CN3C(=O)NC4(CCCc5sccc54)C3=O)c2C)cc1 (stereo unspecified)
  ?	-16%	-10%	-7%	28%	12%	7%	-7%	?
- COc1ccccc1N(CC(O)COc1ccccc1C)S(=O)(=O)c1ccccc1 (stereo unspecified)
  7%[59 µM]	-15%	-11%	-18%	-3%	136%[activator]	26%	0%	-6%
- Cc1ccc(C(C[N+](=O)[O-])c2c(-c3ccccc3O)[nH][nH]c2=O)cc1 (stereo unspecified)
  -13%[59 µM]	-20%	0%	-5%	26%	?	2%	-3%	?
- O=P(O)(COc1ccccc1)COc1ccccc1
  -1%[12.7 µM]	-14%	-5%	-6%	7%	10%	0%	2%	?
- COCCCNC(=O)/C(C#N)=C/c1c(N2CCN(c3cccc(Cl)c3)CC2)nc2c(C)cccn2c1=O
  -20%	-13%	0%	24%	-10%	25%	42%	-10%	-23%
- O=C(NC(Cc1c[nH]c2ccccc12)C(=O)NCCCN1CCOCC1)c1cccs1 (stereo unspecified)
  -4%	-9%	-10%	-4%	6%	31%[activator]	-1%	0%	-12%
- NC(=O)c1ncc(C(F)(F)F)cc1Cl
  -2%	1%	-8%	0%	6%	6%	-4%	0%	-4%
- CCN1C(=O)C(CC(=O)Nc2ccc(OC)cc2)N(CCc2ccccc2)C1=S (stereo unspecified)
  -1%	?	-20%	-19%	0%	157%[activator]	4%	-12%	-7%
- Cc1ccc(C2(C)NC(=O)N(CC(=O)N(C)CC(=O)Nc3cccc4ccccc34)C2=O)cc1 (stereo unspecified)
  -16%[2.33 µM]	-8%	-17%	·	·	-3%	-13%	·	8%
- CC(C)Cn1c(=O)c2sccc2n2c(CCCC(=O)NCc3ccccc3Cl)nnc12
  3%[59 µM]	-17%	4%	2%	0%	43%[activator]	·	4%	-2%
- CCc1cccc(OCCN2CCCC2)c1
  ?	-11%	-9%	2%	-7%	209%[activator]	0%	2%	56µM*

Some of the compounds tested (hit frequency here may not be typical).
